# Screening data (PubChem BioAssay)
# MsrA act: activates bovine MsrA enzyme; activation, % at 10.6 µM; 360,000 compounds, 0.3% hits; purified bovine MsrA, absorbance read-out; AID 602163; in the data active = activation above about 7.5%;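 also: 0% = vehicle and 100% = reference activator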
# PABP1 MLLE inh: blocks PAM2 peptide binding to the PABP1 MLLE domain; GST-MLLE / FITC-PAM2 fluorescence polarization; inhibition, % at 20 µM; 360,000 compounds, 0.36% hits; in the data active = inhibition above about 35%, passing the limit was not always enough;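 also: plate controls were DMSO wells with GST-MLLE for no effect and wells lacking GST-MLLE protein for full effect; some results filed as inactive read as strong as hits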
# Target sequence (P11940 whole entry, looked up, the tested form may be a part): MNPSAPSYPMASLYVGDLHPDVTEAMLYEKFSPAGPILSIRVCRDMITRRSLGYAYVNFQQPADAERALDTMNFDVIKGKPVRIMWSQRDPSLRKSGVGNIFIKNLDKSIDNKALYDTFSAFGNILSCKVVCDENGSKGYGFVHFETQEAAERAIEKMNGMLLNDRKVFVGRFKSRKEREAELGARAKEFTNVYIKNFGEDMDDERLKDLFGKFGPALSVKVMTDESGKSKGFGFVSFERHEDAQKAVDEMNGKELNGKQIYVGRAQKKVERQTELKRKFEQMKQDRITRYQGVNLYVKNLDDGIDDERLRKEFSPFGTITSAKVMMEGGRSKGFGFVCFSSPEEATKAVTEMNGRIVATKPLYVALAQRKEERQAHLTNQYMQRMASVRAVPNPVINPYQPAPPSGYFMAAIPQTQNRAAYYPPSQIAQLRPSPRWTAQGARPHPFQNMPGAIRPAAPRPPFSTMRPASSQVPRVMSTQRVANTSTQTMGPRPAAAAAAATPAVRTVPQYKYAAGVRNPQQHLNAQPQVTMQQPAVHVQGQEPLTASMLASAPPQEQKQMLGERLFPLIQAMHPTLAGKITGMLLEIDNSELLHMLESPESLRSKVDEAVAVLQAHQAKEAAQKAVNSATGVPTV
# SKN-1 block: inhibitors of C. elegans SKN-1; C. elegans VP596 Pgst-4::GFP/RFP ratio, acrylamide-induced, 24 h; inhibition, % at 21.8 µM; 360,000 compounds, 0.49% hits; AID 624304;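 active = interference check ratio from 0.5 to 1.5 plus GFP to RFP signal ratio inhibition reaching or exceeding a fixed threshold, cut at about 30% in these data, passing the limit was not always enough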; also: some compounds called inactive have numbers as strong as hits
# MsrA inhibitor: bovine MsrA inhibition; purified bovine MsrA, absorbance read-out; inhibition, % at 15.5 µM; 360,000 compounds, 0.75% hits; in the data active = inhibition above about 4.5%;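 also: 0% = vehicle wells with enzyme and 100% = reference inhibitor wells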
# eLon inh: inhibitors of E. coli Lon protease; inhibition, % at 7.94 µM; purified E. coli Lon protease, fluorescence polarization; 360,000 compounds, 0.42% hits; in the data active = inhibition above about 13%, passing the limit was not always enough;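 also: 0% = enzyme with probe and DMSO and 100% = no enzyme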
# CendR NRP1 mod: alters CendR peptide binding to human NRP-1; 360,000 compounds, 0.85% hits; AID 602438; inhibition, % at 25 µM; O14786; FAM-RPARPAR peptide binding to NRP-1, fluorescence polarization;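 active = inhibition or corrected inhibition above about 18%, plus a signal ratio from 0.5 to 1.5, limit read from the data, passing the limit was not always enough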; also: strong numbers were not always called active
# MT1-MMP act inh: blocks activation of human MT1-MMP; P50281; AID 651647; GFP/RFP ratio change, % at 20 µM; 360,000 compounds, 0.061% hits; HT1080 RFP-PRO-GFP cells, GFP/RFP ratio fluorescence, overnight; percent of plate control window, DMSO zero;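 active = GFP/RFP ratio change of at least 30% with cell ATP level not reduced by more than half and red fluorescence within 50% of control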; also: strong numbers were not always called active
#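 Assay system: RFP-PRO-GFP reporter HT1080 cells; read-out basis: GFP/RFP fluorescence ratio; benchmarks: DMSO wells and RFP-L50D-GFP cells; doses: 20 µM single dose, 1% DMSO; schedule: overnight cell settling, then overnight compound exposure, 37 °C, 5% CO2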
# Tb MetRS inh: blocks T. brucei methionyl-tRNA synthetase activity. purified T. brucei MetRS, ATP depletion, Kinase-Glo luminescence. inhibition, % at 11.9 µM. 360,000 compounds, 0.4% hits. AID 624268;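 active = inhibition above a per-plate cutoff of the control wells' mean inhibition plus 3 SD, cut at about 5.5% in these data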;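 also: 0% = DMSO wells median and 100% = median of wells with control inhibitor compound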
#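 Material: parasite MetRS enzyme / Replication: singlicate, one well per compound / Signal: luminescence of leftover ATP / Schedule: 2 h aminoacylation at 25 °C after 15 min preincubation / Medium: HEPES-MgCl2-KCl buffer plus DTT, spermine, BSA, pyrophosphatase / Doses: 11.9 µM single point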
# FAS TE block: inhibitors of human fatty acid synthase thioesterase domain. P49327. recombinant FAS-TE, OMFH fluorogenic substrate, fluorescence endpoint. inhibition, % at 15 µM. 360,000 compounds, 0.67% hits;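 active = compounds whose normalised, plate-corrected inhibition of enzyme fluorescence in the single-dose primary screen is 50% or more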;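 also: 0% = DMSO with enzyme and 100% = substrate without enzyme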
# An asterisk follows results filed as active; x = not tested or not shown; & = joins results of further samples. Random draw from the library, and some 4% of all compounds hit somewhere here.
# Screens in order: MsrA act	PABP1 MLLE inh	SKN-1 block	MsrA inhibitor	eLon inh	CendR NRP1 mod	MT1-MMP act inh	Tb MetRS inh	FAS TE block
Cc1ccn(-c2n[nH]c(C)c2[N+](=O)[O-])n1
  -3	2	7	1.6	-6	-3	2	-0.5	-4
CCOC(=O)c1c(NC(=O)c2ccoc2C)sc2c1CCC2
  -3	-18	0	1.3	6	-1	0	0.2	22
CC(NC(=O)Cn1c(=O)oc2cc(S(=O)(=O)N3CCCC3)ccc21)c1ccccc1 (stereo not given)
  -1	2	8	1.2	0	3	-1	-0.1	-4
CC1(C)Oc2ccc(C(=O)Nc3ccccc3)cc2N(CC#N)C1=O
  -2	-6	4	2.7	11	4	4	-0.3	2
O=C1C2C3C=CC(C4CC34)C2C(=O)N1c1cc(Cl)ccn1 (stereo not given)
  -1	7	15	-0.1	4	9	-1	2.4	-4
CC(C)N=C1CC(C)(C)CC(=O)/C1=C(/O)CCCN1C(=O)c2ccccc2C1=O
  -2	5	13	-0.3	0	6	2	-0.2	0
N#CC1=C(N)N(c2ccccc2)C2=C(C(=O)CCC2)C1c1ccsc1 (stereo not given)
  -11	11	20	2.1	-10	-12	-5	-0.7	-6
COc1cccc(CN2CC(C(=O)NCCCc3ccc(C)cc3)CCC2=O)c1 (stereo not given)
  -2	-8	12	0.5	-5	10	1	-0.5	-8
CC(=O)Nc1ccc2c(c1)CCCC2=O
  -1	-6	2	1.6	-1	-3	0	-0.1	-3
COc1ccc(-c2nc3n(c(=O)c2C#N)CCS3)cc1OC
  -10	-4	3	1.5	4	5	0	-1.1	-9

# Compound profiles, from the list above.
# `CC(C)N=C1CC(C)(C)CC(=O)/C1=C(/O)CCCN1C(=O)c2ccccc2C1=O` as listed: MsrA act: -2; PABP1 MLLE inh: 5; SKN-1 block: 13; MsrA inhibitor: -0.3; eLon inh: 0; CendR NRP1 mod: 6; MT1-MMP act inh: 2; Tb MetRS inh: -0.2; FAS TE block: 0
# `COc1ccc(-c2nc3n(c(=O)c2C#N)CCS3)cc1OC` as listed: MsrA act: -10; PABP1 MLLE inh: -4; SKN-1 block: 3; MsrA inhibitor: 1.5; eLon inh: 4; CendR NRP1 mod: 5; MT1-MMP act inh: 0; Tb MetRS inh: -1.1; FAS TE block: -9

# (next part)
# Screens in order: MsrA act	PABP1 MLLE inh	SKN-1 block	MsrA inhibitor	eLon inh	CendR NRP1 mod	MT1-MMP act inh	Tb MetRS inh	FAS TE block
COc1ccc(OCc2nc3ccc(S(=O)(=O)Nc4ccccc4Cl)cc3[nH]2)cc1
  -3	-31	-1	0.3	-9	-7	3	0.2	-3
CCc1ccccc1NC(=O)NC(C)c1ccc2c(c1)OCO2 (stereo not given)
  -1	-18	15	0.8	-1	-11	-1	-0.2	0
Cc1ccccc1OCCOC(=O)c1nc2nccc(C)n2n1
  -2	0	-2	-1.4	-4	4	3	1.4	-6
CC(=O)OCc1c(C)cc(C)c(/C=C(/C#N)C(N)=O)c1C
  -3	6	11	-0.2	-2	-10	-5	-0.4	-4
O=C(O)CSc1nnc(-c2cccc(S(=O)(=O)N3CCOCC3)c2)n1-c1cccc(Cl)c1
  -8	-79	-1	-1.2	5	10	0	0.0	-6
COc1cc(Cl)c(C)cc1NC(=O)CSc1nnc(-c2cccnc2)n1Cc1ccco1
  -3	-4	15	0.0	-8	-18	-3	0.7	10
CCCc1nn2c(=O)cc(COc3cccc(NC(=O)c4ccco4)c3)nc2s1
  -10	-6	-1	-0.3	-12	4	-6	-1.2	-6
CC(C)(Cc1cccc(CC(C)(C)C(=O)O)c1)C(=O)O
  -2	-11	-3	-0.3	10	1	0	-0.2	-6
COc1cnc(-c2ccccc2)nc1Oc1cccc(C)c1C
  0	-5	15	1.1	5	-1	-3	-1.1	15
O=C(Cn1ccc(NC(=O)OCc2ccccc2)nc1=O)NCCCn1ccnc1
  -2	1	0	-1.4	-12	33*	5	0.0	-9
CCCCn1c(SCC(=O)Nc2cc(C)on2)nc2c1c(=O)n(C)c(=O)n2C
  -3	8	-16	-0.7	-1	-9	3	-0.6	-1
COc1cccc(NC(=O)c2cc(-c3cccnc3)nc3c(Cl)cccc23)c1
  -10	6	-1	-0.1	-13	-8	19	-1.8	0
O=C(O)c1cccc(NC(=O)c2cn(-c3ccccc3)nc2-c2cccc(Br)c2)c1
  -2	-1	26	-0.2	3	-3	6	-0.1	14
CC(=O)N1CCOc2ccc(S(=O)(=O)N3CCC(C(=O)Nc4ccc(C)c(C)c4)CC3)cc21
  -3	7	8	2.7	-5	3	-1	0.0	4
COc1ccc(C(=O)N2CCCC(c3nc(-c4cccs4)no3)C2)cc1 (stereo not given)
  -1	7	6	-0.8	-5	-3	-5	-0.1	-13
CCOc1ccccc1NC(=O)CSc1nnc(Cc2ccc(OC)cc2)c(=O)n1N
  -1	-15	3	-0.5	-8	18	0	-0.5	4
CC1=C(C(=O)Nc2ccc(C)cc2C)C(c2cccs2)NC(=S)N1 (stereo not given)
  -3	-104	12	-0.3	-7	-5	2	-0.8	-4
CCCCn1c(N)c(N(Cc2ccccc2OC)C(=O)CC2OC(=O)c3ccccc32)c(=O)[nH]c1=O (stereo not given)
  -3	-5	15	-0.3	-3	-4	1	-0.3	-7
Cc1ccc(-c2cnc3n2CCCCC3)cc1
  -2	6	-3	-0.3	1	0	0	0.2	-5
Cc1ccccc1CSCCNS(C)(=O)=O
  -8	6	15	-1.0	-11	-8	6	-0.9	-10
CCOc1ccc(S(=O)(=O)NCCC(=O)N2CC=C(c3ccccc3)CC2)cc1
  -12	1	-19	0.4	-3	8	1	-0.7	17
COc1ccc(C(C(=O)NC(C)(C)C)N(CC2CCCO2)C(=O)CCC(=O)Nc2cc(C)on2)cc1 (stereo not given)
  -8	11	-17	-1.5	-7	1	3	-1.9	-12
C/C(=C\C(=O)Nc1cscc1C)C(=O)O
  0	14	2	-1.1	-1	4	3	-0.6	-2
Cc1ccc(S(=O)(=O)N2CCC[C@H]2C(=O)OCC(=O)c2ccc3c(c2)NC(=O)CO3)cc1
  -1	4	-9	0.5	0	9	0	-0.1	9
O=C(CCc1nc2ccccc2c(=O)[nH]1)N1CCCc2ccccc21
  -3	5	-15	3.8	-34	-60	-28	-0.3	-8
O=C(NC1CCCc2ccccc21)C1CCC(CNS(=O)(=O)c2cccc3nsnc23)CC1 (stereo not given)
  -4	-2	1	-0.5	-6	1	1	-0.4	-5
CCN(CC)S(=O)(=O)c1cccc(-c2nnc(SC(C)C(=O)NCCC3=CCCCC3)o2)c1 (stereo not given)
  1	-8	-14	-0.5	1	-8	1	-0.4	17
O=C(N/N=C/c1ccccc1C(F)(F)F)c1ccc(O)cc1
  -6	6	-1	0.7	0	4	-3	-0.8	-5
Cc1cccc(N2CCN(C(=O)c3ccncc3)CC2)c1C
  -4	-1	-4	-1.5	-7	-2	-4	-0.3	-8
O=S(=O)(Nc1ccc(-c2ccc3nncn3n2)cc1)c1cccs1
  -5	-2	-14	1.8	3	-5	2	-0.9	-3
Nc1nnc(CSc2ccc(Cl)cc2)s1
  -3	-4	-3	0.5	-6	17	-7	-0.3	-8
O=C(Nc1ccc2c(c1)OCCO2)C1CCN(S(=O)(=O)c2ccccc2)CC1
  -14	2	-11	-0.4	-2	-3	2	-1.3	-3
C=CCn1c(NCc2ccccc2O)nc2ccccc21
  1	-8	0	0.7	-6	5	4	0.3	2
Cc1ccc(O)c(C(CC(=O)NC2CCCCC2)c2ccccc2)c1 (stereo not given)
  -4	7	2	-0.4	-11	1	-3	-0.9	6
COc1cccc(/C=N/NC(=O)c2ccc([N+](=O)[O-])cc2Cl)c1O
  -5	-5	3	2.6	5	0	-8	1.2	21
Cc1ccc(C(=O)COC(=O)c2cccc(N3C(=O)c4c(C)nc5ccccc5c4C3=O)c2)cc1C
  -4	-8	-3	0.6	-5	-9	1	-0.3	25
Cc1ccc2nc(-c3ccccn3)cc(C(=O)NC(C)C(C)(C)C)c2c1 (stereo not given)
  -3	1	14	1.0	-3	-17	-4	-0.2	3
CCC(C)(C)NC(=O)CN(C(=O)CCC(=O)Nc1ccccn1)c1ccc2c(c1)OCO2
  -1	-3	8	0.3	1	5	0	-0.5	-4
Cn1c(Cl)cnc1C(O)(c1ccccc1)c1ccccc1
  -2	7	7	0.4	-3	7	1	0.1	-4
C#CCOCCOCCOCCNc1nc(N2CCN(C(=O)CCCCCCCCCCNC(=O)[C@H](CCCCN)n3cc(C[C@@H](C)CC)nn3)CC2)nc(N2CCN(C(=O)CCCCCCCCCCNC(=O)[C@H](CCCCN)n3cc(C[C@@H](C)CC)nn3)CC2)n1
  4	-9	1	x	7	10	-7	-0.4	-141
COc1ccc(CC(=O)NNC(=O)[C@@H]2CCCC[C@@H]2C(=O)O)cc1
  -3	-2	15	-1.4	-5	10	1	0.0	-4
O=C(Nc1c2c(nn1-c1ccc(Cl)cc1)CS(=O)(=O)C2)C1CC1
  0	2	13	-0.4	-7	3	1	0.4	-4
NC(=O)C1CCN(C(=O)CCC(=O)c2ccc(Br)cc2)CC1
  -4	13	-8	1.5	-8	-5	0	-0.3	-1
CC(=O)N(Cc1cccs1)C1CCOC(C)(C)C1 (stereo not given)
  3	10	-2	-0.7	-2	11	1	-0.1	-7
COc1ccccc1C(=O)OCC#CCSc1nnc(-c2cccc3ccccc23)o1
  -7	-86	0	0.9	0	5	-1	-0.5	12
Cc1ccc(S(=O)(=O)N2[C@@H](Cc3ccccc3)CO[C@H]2CC(=O)c2ccccc2)cc1
  x	x	5	0.9	x	-3	-3	-1.2	x
CCOC(=O)Cc1nnc(NC(=O)C(CC)Sc2nc(C)cc(=O)[nH]2)s1 (stereo not given)
  0	29	7	-0.6	-6	-4	0	0.1	-2
O=C(O)c1cc2[nH]c3c(c2cc1Cl)CCCC3
  -3	-11	2	-0.6	0	-2	1	-0.7	-4
Cc1cc(C)cc(NC(=O)Nc2ccc(S(=O)(=O)Nc3cc(C)on3)cc2)c1
  -3	-11	1	x	1	2	3	-0.1	-3
Cc1cccc(Nc2nc(N3CCCC3)nc(N3CCCC3)n2)c1
  1	11	7	-1.2	13	-1	-10	0.0	19

# Next results follow.
# Screens in order: MsrA act	PABP1 MLLE inh	SKN-1 block	MsrA inhibitor	eLon inh	CendR NRP1 mod	MT1-MMP act inh	Tb MetRS inh	FAS TE block
O=C(Nc1ccc(Cl)cc1)NC1CCCc2ccccc21 (stereo not given)
  -1	7	11	-1.6	-1	-3	-1	-0.9	-2
O=C1CCC[C@@H]2C=C[C@H](c3ccc(Br)cc3)[C@H]3CCN1[C@@H]32
  -7	x	8	2.5	0	11	7	-0.8	-3
CC(C=NNC(=O)C(=O)NN=CC(C)=Cc1ccccc1)=Cc1ccccc1
  -5	5	-2	x	-3	-11	4	-0.4	-4
O=C(NCc1ccncc1)Nc1ccccc1
  -1	3	4	0.1	-3	6	-1	0.5	-6
Cc1ccsc1/C=C(\C#N)C(=O)NC1CCS(=O)(=O)C1 (stereo not given)
  -4	-1	11	3.8	-5	14	1	0.2	-4
Cc1nc(CC(=O)c2ccc(O)cc2O)cs1
  -4	11	-1	3.6	-2	-3	-4	-0.5	-4
COc1ccc(OC)c(NC(=O)C2CCCNC2=O)c1 (stereo not given)
  0	17	3	0.1	4	-2	0	-0.6	-6
Cc1ncc(C[n+]2csc(CCO)c2C)c(N)n1
  -3&-2	9&7	7&16	-1.6&-1.4	-2&5	-2&8	2&6	-0.6&-0.1	-3&-6
